# NSD2 inh: NSD2 (human) methyltransferase inhibition | inhibition, % at 12.5 µM | hit rate 0.54% among 310,000 | AID 743445 | NSD2 peptide methylation, AlphaScreen, 120 min; in the data active = inhibition above about 50%
# Target sequence (O96028 whole entry, looked up): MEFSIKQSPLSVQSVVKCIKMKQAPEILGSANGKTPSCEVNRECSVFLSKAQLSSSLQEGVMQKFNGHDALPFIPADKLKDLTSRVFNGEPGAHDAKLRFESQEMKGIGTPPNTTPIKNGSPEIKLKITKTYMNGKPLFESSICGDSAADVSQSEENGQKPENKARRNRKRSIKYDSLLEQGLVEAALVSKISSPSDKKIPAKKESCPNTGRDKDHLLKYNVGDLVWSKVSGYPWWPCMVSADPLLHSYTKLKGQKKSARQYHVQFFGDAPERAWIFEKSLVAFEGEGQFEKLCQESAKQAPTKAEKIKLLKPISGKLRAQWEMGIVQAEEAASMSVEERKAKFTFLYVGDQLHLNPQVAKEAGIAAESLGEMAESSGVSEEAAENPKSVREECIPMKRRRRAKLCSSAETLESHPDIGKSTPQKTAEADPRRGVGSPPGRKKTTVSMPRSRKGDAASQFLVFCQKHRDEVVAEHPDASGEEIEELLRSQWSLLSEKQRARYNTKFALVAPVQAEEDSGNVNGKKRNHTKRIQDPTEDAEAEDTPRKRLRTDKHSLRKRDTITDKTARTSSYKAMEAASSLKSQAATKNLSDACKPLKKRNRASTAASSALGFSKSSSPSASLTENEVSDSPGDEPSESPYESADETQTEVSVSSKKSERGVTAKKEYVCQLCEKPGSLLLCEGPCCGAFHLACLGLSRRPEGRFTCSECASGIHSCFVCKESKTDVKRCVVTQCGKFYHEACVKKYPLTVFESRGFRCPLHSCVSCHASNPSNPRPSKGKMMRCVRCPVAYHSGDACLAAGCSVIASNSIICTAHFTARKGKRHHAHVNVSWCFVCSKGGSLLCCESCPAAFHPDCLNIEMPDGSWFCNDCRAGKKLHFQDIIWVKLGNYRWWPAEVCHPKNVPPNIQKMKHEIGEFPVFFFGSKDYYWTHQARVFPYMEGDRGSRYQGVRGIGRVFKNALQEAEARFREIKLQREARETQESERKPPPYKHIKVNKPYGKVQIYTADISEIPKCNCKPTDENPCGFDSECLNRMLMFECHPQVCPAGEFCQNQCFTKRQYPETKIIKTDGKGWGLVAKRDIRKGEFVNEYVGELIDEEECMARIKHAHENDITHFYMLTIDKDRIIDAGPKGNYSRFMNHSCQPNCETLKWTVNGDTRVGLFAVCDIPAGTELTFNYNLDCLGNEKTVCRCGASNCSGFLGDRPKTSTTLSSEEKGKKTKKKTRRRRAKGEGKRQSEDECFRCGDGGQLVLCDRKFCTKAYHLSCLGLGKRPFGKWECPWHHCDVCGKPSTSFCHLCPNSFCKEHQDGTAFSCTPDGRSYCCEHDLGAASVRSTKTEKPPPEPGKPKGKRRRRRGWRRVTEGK
# * = called active by the depositor. Not all compounds are listed (hit frequency here may not be typical).
SMILES,NSD2 inh
COC(=O)[C@@]12C[C@@H](CC(=O)N3CCCC3)C(=O)N(Cc3ccc4c(c3)OCO4)C1=CCC(C)(C)C2,0.1
O=[N+]([O-])c1ccc(CSc2nc3ncc(Br)cc3[nH]2)cc1,-0.8
CCCCOC(=O)c1sc2nc(C)cc(C)c2c1N,-2.6
CC(OC(=O)Cc1n[nH]c(=O)c2ccccc12)C(=O)N(C)c1ccccc1 (stereo unspecified),-6.7
CC(C)(C(=O)N1CCC1(C)C(=O)NC1Cc2ccccc2C1)c1ccccc1 (stereo unspecified),0.5
CC(=O)Nc1cc(-c2ccccc2)cn2c(-c3cccc(C(C)=O)c3)cnc12,3.9
COc1ccc(CNC(=O)C2Cc3c(-c4cccc(F)c4)ccnc3O2)cc1OC (stereo unspecified),2.3
O=C(COc1ccc(F)cc1Cl)Nc1nnc(-c2ccc(F)c(F)c2)o1,-5.3
CCc1ccc(C(O)c2ncc(-c3ccccc3F)[nH]2)cc1 (stereo unspecified),0.3
CC(=O)Nc1cc(-c2cccnc2)cn2c(-c3ccc(F)cc3)cnc12,0.1
COc1ccc(Cl)cc1CC1(C)C(=O)Nc2c(Cl)cccc21 (stereo unspecified),-0.5
O=C(/C=C/c1ccc2c(c1)OCO2)Nc1nncs1,-3.8
COCCNC(=O)C1(C)CCCN(C(=O)c2ccc3snnc3c2)C1 (stereo unspecified),25.0
OC[C@@H]1CN(Cc2ccc(-c3ccccc3)cc2)C[C@H](n2cnc3c(NC4CCC4)ncnc32)O1,0.4
CC(=O)Nc1ccc(NC(=O)CSc2nnc(-c3n[nH]c4c3CCC4)n2N)cc1,1.5
O=C(CSc1nnc(-c2ccccc2F)n1Cc1ccco1)Nc1ccccc1-c1ccccc1,0.1
Cc1cccnc1CNC(=O)C1(C)CCCN1CC(C)C (stereo unspecified),0.4
COc1ccc(C)c2sc(N(CCN(C)C)C(=O)c3ccc(S(=O)(=O)N(C)c4ccccc4)cc3)nc12,4.8
CC(=O)c1cccc(NC(=O)c2ccc(-c3c(C)noc3C)c3ccoc23)c1,0.0
OC(c1ccccc1)c1ncc(-c2ccc(Cl)cc2)[nH]1 (stereo unspecified),2.7
CC1(C(=O)NS(=O)(=O)c2ccccc2OC(F)(F)F)CCN1C(=O)c1ccco1 (stereo unspecified),-3.1
CN(C)N=Nc1nc2c(c(=O)n(C)c(=O)n2C)n1C,-0.1
CC1(C(=O)Nc2cccc3ncccc23)CCN1C(=O)C1(c2ccccc2)CC1 (stereo unspecified),-0.4
Fc1ccc(-c2ccc3c(n2)CCCN3Cc2ccccc2C(F)(F)F)cc1,0.0
Cc1occc1-c1nnc(SCc2cc(=O)n3cc(Br)ccc3n2)n1C,0.7

# Next entries:
SMILES,NSD2 inh
Cc1sc2ncn(CC(=O)OC(C)C)c(=O)c2c1C,-0.6
COCCNC(=O)C1(C)CCCN(C(=O)c2ccc(OC)c(OC)c2)C1 (stereo unspecified),5.9
Cc1cc(C(=O)NCC23CC4CC(CC(C4)C2)C3)c(C)o1,4.0
CCOc1ccc(Cl)cc1-c1cc(C(=O)NCc2cccs2)[nH]n1,0.5
CCCCN(C)C(=O)CNc1nnnn1-c1ccccc1,-0.2
COc1cc(F)ccc1-c1csc(C(NC(C)=O)c2ccccc2)n1 (stereo unspecified),-0.7
Cc1cccc(CCNC(=O)c2ccc(Sc3ccccc3Cl)c([N+](=O)[O-])c2)c1,-0.3
CCC(c1nc2ccccc2[nH]1)n1c(=O)c(-c2cccnc2)nc2ccccc21 (stereo unspecified),2.4
O=S1(=O)CCN(Cc2ccccc2)CC1,-3.6
N#CN=CN1CC=C(c2ccc(Cl)cc2)CC1,-4.7
NC(Cc1ccccc1)c1csc(Nc2nncc3ccccc23)n1 (stereo unspecified),8.7
O=C(COC(=O)CNC(=O)c1ccccc1)NC12CC3CC(CC(C3)C1)C2,2.4
Cc1ccccc1NC(=O)Cc1nc(COC(=O)CSc2ccc(F)cc2)cs1,-6.9
CCCNC(=S)NC1CC2CCCC(C1)N2Cc1ccccc1OC (stereo unspecified),-4.4
COC(CNC(=O)[C@H](Cc1ccccc1)NC1(C(=O)NC2CCCCC2)CCCC1)OC,-3.1
COC(=O)[C@@]12C[C@@H](CC(=O)NCC34CC5CC(CC(C5)C3)C4)C(=O)N(Cc3cccc4ccccc34)C1=CCC(C)(C)C2,-1.4
Cc1ccccc1N1CCN(C(=O)COc2cc(=O)n(C)c3ccccc23)CC1,9.4
CC1(C(=O)NS(=O)(=O)c2ccc(Cl)cc2)CCN1C(=O)C/C=C/c1ccccc1 (stereo unspecified),-4.2
Nc1ccc(C=Cc2ccc(N)cc2)cc1,1.0
NNC(=O)c1nc2ccccc2s1,-2.5
COc1cc(OC)nc(Nc2nc(C(N)Cc3ccc(Cl)cc3)cs2)n1 (stereo unspecified),6.4
COc1cc(CN2C[C@@H](CO)O[C@@H](n3cnc4c(N5CCOCC5)ncnc43)C2)cc(OC)c1OC,1.3
O=S(=O)(c1ccc(Cl)s1)N1CCC(c2cn3ccccc3n2)CC1,0.3
O=NN(CCCl)C(=O)NCC1=C[N+](=O)CC=C1,-1.7
COc1ccc(C2Nc3ccccc3C(=O)N2Cc2cccs2)cc1COc1c(C)cccc1C (stereo unspecified),-3.5

# Next section; the last three above are carried over.
SMILES,NSD2 inh
O=S(=O)(c1ccc(Cl)s1)N1CCC(c2cn3ccccc3n2)CC1,0.3
O=NN(CCCl)C(=O)NCC1=C[N+](=O)CC=C1,-1.7
COc1ccc(C2Nc3ccccc3C(=O)N2Cc2cccs2)cc1COc1c(C)cccc1C (stereo unspecified),-3.5
Cn1c(N)nc(N)c(NC=O)c1=O,-1.1
COc1ccc(OC)c(C(Nc2ccccc2)P(=O)(OC(C)C)OC(C)C)c1 (stereo unspecified),0.3
Cc1sc(CO)c(Sc2ccccc2)c1C(=O)O,2.6
CC(=O)Nc1ccc(-c2ccnc3c2CC(C(=O)Nc2cccnc2)O3)cc1 (stereo unspecified),-6.4
COc1cc(OC)nc(Nc2nc(C(N)c3ccccc3)cs2)n1 (stereo unspecified),1.1
c1cnc2c(-c3ccc4nccn4c3)cccc2c1,-2.1
O=C(C[n+]1ccc(C(=O)NCc2ccccc2)cc1)c1ccc(F)cc1,2.6
O=C(NCc1ccccc1)C1Cc2c(-c3cccc(F)c3)ccnc2O1 (stereo unspecified),-0.6
O=C(Nc1ccc2c(c1)OCO2)c1csc([C@@H]2C[C@H](O)[C@@H](CO)O2)n1,-6.1
CCC1=C(NCc2ccccc2)COC1=O,-1.7
COc1ccc(-c2c(C(=O)c3ccccc3)[nH]c(N)c2C(=O)NCCc2c[nH]c3ccccc23)cc1,0.8
N#CC(=Nc1cccc(F)c1)C1=C(O)c2ccccc2C1=O,1.8
Cc1cc(C)cc(NC(=O)COC(=O)C2CC3C=CC2C3)c1 (stereo unspecified),-2.0
COP(=O)(OC)C(=NNS(=O)(=O)c1ccc(C)cc1)c1ccccc1,12.1
CCOc1ccc(/C=N/n2c(-c3n[nH]c4c3CCC4)n[nH]c2=S)cc1,1.8
COC(=O)C1=C(C)N(Cc2ccccc2C(F)(F)F)C(=NCc2ccc3c(c2)OCO3)NC1c1cccc(F)c1 (stereo unspecified),-2.0
CC(O)(c1ccccc1)c1nc(-c2cccc(F)c2)cs1 (stereo unspecified),-5.6
CC(C)=CCn1c2ccc(NC(=O)Nc3ccc(N(C)C)cc3)cc2c(=O)n1C,11.7
Cn1c(=O)c2cc(NC(=S)NCc3ccccc3F)ccc2n1C,37.7
CC(=O)c1ccc(OCC(=O)NC(=O)NC2CCCC2)cc1,0.0
OC(c1ccc2ccccc2c1)c1ncc(-c2cccc3ccccc23)[nH]1 (stereo unspecified),2.3
COc1ccc(-c2cc3nc(NCc4ccc(N(C)C)cc4)n(C)c(=O)c3s2)cc1OC,1.1
Cc1ccc(S(=O)(=O)N2[C@H](CC(=O)c3cccs3)OC[C@@H]2C)cc1,-0.6
COc1cc2nc(SCC(=O)NC3CC3)n(CCC3=CCCCC3)c(=O)c2cc1OC,-3.8
O=S(=O)(NN=Cc1cccc(Cl)c1)c1ccccc1,11.8

# (list continues)
SMILES,NSD2 inh
O=C(NN=Cc1ccc2c(c1)CCN2)c1cccs1,2.0
Cc1ccc(C(O)c2ncc(-c3ccc4ccccc4c3)[nH]2)cc1 (stereo unspecified),1.0
COc1ccccc1NC(=O)c1c(N=Cc2ccccc2O)cnn1C,-4.0
CC(C)COC(=O)N1CCCCC1c1cc(C(=O)Nc2ccccc2)no1 (stereo unspecified),-0.8
Clc1ccc(-c2cc3nc(NCc4cccc(Cl)c4)ccn3n2)cc1,-1.5
O=C(CN1C(=O)CSc2ccc(S(=O)(=O)N3CCOCC3)cc21)NCCc1ccccc1,-0.7
CN(C(=O)CSc1nc2c(cnn2-c2ccccc2)c(=O)[nH]1)C1CCS(=O)(=O)C1 (stereo unspecified),-0.9
O=C(Nc1nnc([C@H]2C[C@H](O)[C@@H](CO)O2)s1)c1ccccc1F,-0.8
COc1cc(-c2nnc(SCC(=O)N3C(C)CCCC3C)o2)cc(OC)c1OC (stereo unspecified),-1.2
Cc1ccc2nc(-c3ccc(NC(=O)CN4CCN(c5ccccn5)CC4)cc3)sc2c1,4.4
CC1=NN2C(=N)/C(=C\c3cc(C)n(Cc4ccccc4)c3C)C(=O)N=C2S1,1.8
CC(C)Nc1nc(NCCOc2ccccc2Cl)c2sccc2n1,2.6
CCNC(=O)C1(C)CCCN(Cc2noc(-c3c(C)noc3C)n2)C1 (stereo unspecified),-2.9
CNC(=O)C1(C)Cc2c(-c3ccc4c(c3)OCO4)ccnc2O1 (stereo unspecified),-2.6
CCCS(=O)(=O)NC(=O)C1(C)CCN(C(=O)COc2ccccc2)C1 (stereo unspecified),-1.2
Cc1noc(C)c1-c1ccc(C(=O)NCc2ccncc2)c2occc12,3.6
COCCNC(=O)C1(C)CCCN(C(=O)c2ccco2)C1 (stereo unspecified),8.8
O=C(Nc1nnc([C@H]2C[C@H](O)[C@@H](CO)O2)s1)c1cccc(OC(F)(F)F)c1,-3.9
CC(C)CNC(=O)C1(C)CCCN1C(=O)c1cc2ccccc2s1 (stereo unspecified),2.5
O=C(Cn1nnc(-c2ccccc2F)n1)Nc1ccc(F)cc1F,-1.4
c1ccc(-c2cc3nc(NCc4ccc5c(c4)OCO5)ccn3n2)cc1,0.0
CC(C)Oc1ccc(S(=O)(=O)N2CCCCC2)cc1NC(=O)C1=NN(c2ccccc2)C(=O)CC1,0.1
CC(C)OCCCNC(=O)C(=O)N/N=C/c1ccc(OCc2ccccc2)cc1,-0.2
CNC(=O)Cn1c(C)cc(=O)c2cccc(OC)c21,-0.8
O=C(Nc1ccn(C2CCC(CO)O2)c(=O)n1)c1ccccc1 (stereo unspecified),-1.6

# The list continues:
SMILES,NSD2 inh
Cn1nc(-c2ccc(Cl)cc2)cc1NC(=O)CCCC(=O)O,-0.8
COc1ccccc1N1CCN(S(=O)(=O)c2ccc3c(c2)n(C)c(=O)c(=O)n3C)CC1,12.1
Cc1ccc2oc(Nc3nc(-c4ccccc4)cc(=O)[nH]3)nc2c1,-0.2
CC(=O)Nc1cncc(-c2ccccc2C(C)=O)n1,-1.2
CCCc1nn2c(-c3ccccc3)nnc2o1,-1.0
O=C(NCc1ccccc1)c1cc(C2COCCN2C(=O)c2ccc(Cl)cc2)on1 (stereo unspecified),-2.4
COC(=O)[C@@]12C[C@@H](CC(=O)NCC3CCCCC3)C(=O)N(Cc3ccco3)C1=CCC(C)(C)C2,0.7
CCC1Oc2ccccc2N(CC(=O)N2CC(C)CC(C)C2)C1=O (stereo unspecified),-2.6
COc1cccc(Cn2c3ccc(NC(=O)Cc4ccccc4C)cc3c(=O)n2C)c1,-7.2
O=C(Cn1nc(-c2ccccc2)ccc1=O)Nc1cccc(NC(=O)c2ccccn2)c1,0.5
N#Cc1ncn(C2OC(CO)C(O)C2O)c1N (stereo unspecified),0.1
CN(C)c1cccc(Nc2ccc(-c3ccc(OC(F)(F)F)cc3)cn2)c1,-3.4
Cc1ccc(NC(=O)C2CCCN(c3nnc(-n4cccc4)s3)C2)c(C)c1 (stereo unspecified),-5.4
O=C(Nc1nnc([C@@H]2C[C@H](O)[C@@H](CO)O2)s1)Nc1ccc(F)cc1F,-1.7
Nc1ccc(CC(N)c2csc(Nc3nncc4ccccc34)n2)cc1 (stereo unspecified),9.7
COc1ccc(OC)c(NC(=O)C2(C)CCN2Cc2ccccc2Cl)c1 (stereo unspecified),-0.3
Cc1cc(C)c2cc(CN(CCO)C(c3nnnn3Cc3ccc(F)cc3)C(C)C)c(=O)[nH]c2c1 (stereo unspecified),2.2
CC1(Cc2ccc(OC(F)(F)F)cc2)C(=O)Nc2ccc(OC(F)(F)F)cc21 (stereo unspecified),-0.3
Cc1cccnc1C(c1ccc(F)cc1)N(C)C(=O)C1CCN(CCCOc2ccc(F)cc2)CC1 (stereo unspecified),9.3
COc1ccc(-n2c(COc3ccc(C)cc3)nnc2SCC(=O)c2ccc(-c3ccccc3)cc2)cc1,-0.6
CCOC(COC(=O)c1ccccc1C(=O)O)c1ccccc1 (stereo unspecified),0.8

# Structures above that contain a Cl atom (16):
SMILES,NSD2 inh
O=C(COc1ccc(F)cc1Cl)Nc1nnc(-c2ccc(F)c(F)c2)o1,-5.3
COc1ccc(Cl)cc1CC1(C)C(=O)Nc2c(Cl)cccc21 (stereo unspecified),-0.5
OC(c1ccccc1)c1ncc(-c2ccc(Cl)cc2)[nH]1 (stereo unspecified),2.7
CCOc1ccc(Cl)cc1-c1cc(C(=O)NCc2cccs2)[nH]n1,0.5
Cc1cccc(CCNC(=O)c2ccc(Sc3ccccc3Cl)c([N+](=O)[O-])c2)c1,-0.3
N#CN=CN1CC=C(c2ccc(Cl)cc2)CC1,-4.7
CC1(C(=O)NS(=O)(=O)c2ccc(Cl)cc2)CCN1C(=O)C/C=C/c1ccccc1 (stereo unspecified),-4.2
COc1cc(OC)nc(Nc2nc(C(N)Cc3ccc(Cl)cc3)cs2)n1 (stereo unspecified),6.4
O=S(=O)(c1ccc(Cl)s1)N1CCC(c2cn3ccccc3n2)CC1,0.3
O=NN(CCCl)C(=O)NCC1=C[N+](=O)CC=C1,-1.7
O=S(=O)(NN=Cc1cccc(Cl)c1)c1ccccc1,11.8
Clc1ccc(-c2cc3nc(NCc4cccc(Cl)c4)ccn3n2)cc1,-1.5
CC(C)Nc1nc(NCCOc2ccccc2Cl)c2sccc2n1,2.6
Cn1nc(-c2ccc(Cl)cc2)cc1NC(=O)CCCC(=O)O,-0.8
O=C(NCc1ccccc1)c1cc(C2COCCN2C(=O)c2ccc(Cl)cc2)on1 (stereo unspecified),-2.4
COc1ccc(OC)c(NC(=O)C2(C)CCN2Cc2ccccc2Cl)c1 (stereo unspecified),-0.3

# Source: PubChem BioAssay
